# Assay outcomes (PubChem)
# p53null 39C kill = kills p53 null cells at the nonpermissive temperature | AID 904 | 55,000 tested, 0.97% active | Potency, µM (series often up to 46.1 µM), inactives show at the highest dose activity, negative = cell killing, usual class: cytotoxic | H1299 p53-null (neo) cells, 39C, ATPlite viability, 24 h;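 further: 0% = DMSO only and -100% = full killing by 100 µM tamoxifen; nearly all actives have a fitted effect of over 50% in size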
#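 Following overnight plating at 37C (600 cells/well), H1299-neo or H1299-p53A138V cells are dosed up to 46 uM. Incubation lasts 24 hr at 39C before ATP detection.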
# p53null 32C kill = selectivity test: cytotoxicity in p53 null cells, permissive temperature. Potency, µM (titrated, usually from 46.1 µM), inactives show at the top dose activity change, negative = cytotoxicity, most hits filed as cytotoxic. 55,000 tested, 0.62% active. H1299-neo p53 null cells, ATP luminescence, 24 h, 32C. AID 903;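 further: 0% = DMSO only and -100% = full killing by 100 µM tamoxifen; nearly all actives have a fitted effect of over 55% in size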
#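 H1299-neo (p53 null) cells, 600/well, treated 24 h at 32C with compound up to 46 uM; ATPlite luminescence viability, normalized to DMSO and 100 uM tamoxifen; AC50 by Hill fit.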
# Numbers without * were called inactive; ? = inconclusive; [ ] = dose if it differs, or a comment. The call rests on the fitted dose curve; in most records, active means well fitted cell-killing curve with a large enough effect; inconclusive means small, poorly fitted or top-dose-only effect; inactive means no such curve, though single readings can be large or run the other way. Potency means the concentration at half of the fitted maximal effect. Some of the compounds tested; rates above refer to the full screens.
SMILES,p53null 39C kill,p53null 32C kill
CCCOc1ccc(C(=O)C(CN2CCOCC2)c2ccccc2)cc1 (configuration not stated),40%[activator],-24%
O=C(COC(=O)c1ccccc1-c1ccccc1[N+](=O)[O-])c1ccccc1,-9%,-1%
C=CCn1c(SCC(=O)Nc2nc(C)cs2)nnc1C(C)NC(=O)c1ccccc1Cl (configuration not stated),8%,4%
COCCN1C(=O)/C(=C/c2ccc(Oc3ccc([N+](=O)[O-])cn3)c(OC)c2)SC1=Nc1ccccc1,16%,7%
O=C1C(c2ccnc3ccccc23)=C(O)c2ccccc21,?,?
Cc1ccc(-n2ncc3c(=O)n(CC(=O)NCc4ccco4)cnc32)cc1,7%,-2%
Cc1cccc(OCc2nnc(SCC(=O)Nc3ccc(C)c(C)c3)o2)c1,7%,-9%
COc1cc(-c2nc(-c3cccc(C)c3)no2)cc(OC)c1OC,16%,-2%
COCc1nnc(NC(=O)c2ccc(NC(C)=O)cc2)s1,-2%,0%
CC(C)(C)c1ccc(-c2conc2N)cc1,?,?
CC(=O)Nc1nc2ccc(-c3nc4ccccc4o3)cc2s1,-4%,-5%
CCCCC(=O)Nc1ccc(NC(=O)C2CC2)nc1,-3%,-1%
COCCN(C(=O)COc1ccc(Cl)cc1)c1nnc(-c2cccnc2)s1,22%,10%
CCOC(=O)c1sc(NC(=O)CSc2nnc(-c3ccc(OC)cc3)n2CCOC)nc1C,-4%,0%
Cc1ccc(OS(=O)(=O)c2ccccc2)c(/C=N/N=C2\NC(=O)C(C)S2)c1 (configuration not stated),-9%,-9%
c1ccc(-n2ncc3c(NCc4ccc5c(c4)OCO5)ncnc32)cc1,-10%,3%
COc1ccc(-c2nc(-c3cccc(C)c3)no2)cc1OC,8%,6%
Cc1nn(C)c(C)c1S(=O)(=O)N(CC(=O)Nc1ccccn1)c1ccc(C(C)C)cc1,-5%,8%
COc1ccc(C2CC(c3ccc(Cl)cc3)Nc3nc(NC(=O)c4ccco4)nn32)cc1 (configuration not stated),-6%,-1%
CC1(C)Cc2c(C#N)c(N3CCOCC3)nc(-c3ccccc3)c2CO1,0%,-2%
Cc1cc(C(=O)Nc2cccnc2)on1,8%,8%
COc1ccc(N=C2C(=Nc3ccc(OC)cc3)N(c3ccc(OC)cc3)C(=S)N2C(=O)c2ccc(OC)cc2)cc1,2%,4%
COc1ccc2c(c1)C(C)=CC(C)(C)N2C(=O)C(C)N1C(=O)c2ccccc2C1=O (configuration not stated),-22%,-1%
CCCC(=O)OC1CC(C)N(C(=O)c2ccccc2)c2ccc(C)cc21 (configuration not stated),-42%,1%
O=C(CN1C(=O)c2cccc3cccc1c23)Nc1cccnc1,17%,6%

# Other records follow.
SMILES,p53null 39C kill,p53null 32C kill
CN1C(=O)CC(N2CCC(C(N)=O)CC2)C1=O (configuration not stated),6%,4%
Cc1c(NC(=O)N(C)C)c(=O)n(-c2ccccc2)n1C,-6%,-1%
COC(=O)C1=C(C)NC(=O)C1(NC(=O)CN1CCCC1=O)C(F)(F)F (configuration not stated),18%,9%
CCCCCCCCC(=O)N/N=C(\C)c1cccnc1,-3%,4%
CC(C)CNC(=O)COC(=O)CCC(=O)c1cccs1,3%,8%
O=C(COc1ccc(Cl)cc1)N1CCCC1,-9%,-6%
CC1CCCCC1NC(=O)c1nn(C)c(=O)c2ccccc12 (configuration not stated),1%,0%
O=C(COC(=O)c1cnccn1)Nc1ccc(Cl)cc1,15%,-7%
O=c1c2ccccc2nc(COc2ccccc2)n1/N=C/c1cc([N+](=O)[O-])ccc1O,4%,-11%
Fc1cc(F)cc(-c2oncc2-c2nnnn2-c2ccccc2)c1,1%,2%
CC12CCC(C(=O)N(CSC(=S)N/N=C\c3ccccc3)C1=O)C2(C)C (configuration not stated),-11%,10%
O=C(NCCN1CCOCC1)c1cc(-c2ccco2)on1,0%,-4%
O=C(NNC(=O)c1cc([N+](=O)[O-])ccc1Cl)c1cccs1,10%,-4%
Cc1cc(/C=C(\C#N)C(=O)NCc2ccco2)c(C)[nH]1,-15%,-9%
COc1ccc(/C=C/C(=O)NC(=S)NNC(=O)c2ccco2)cc1,?,-8%
CN(C)C(=O)c1ccc2c(c1)n(C)c(=O)n2C,8%,0%
COc1cc(C(=O)Nc2nc3ccccc3[nH]2)cc(OC)c1OC,-14%,-11%
Nc1cc(C(=O)O)ccc1N1CCCCC1,5%,7%
Cc1ccc(Nc2n[nH]c(C)c2[N+](=O)[O-])cc1C,-7%,-10%
Cc1ccc(NC(=O)C(=O)NCc2ccc(/C=N/NC(=O)c3c(C)nc4ccccn34)o2)cc1,-10%,-22%
CCC(=O)/C=C1\Sc2ccc(OC)cc2N1CCO,-17%,-2%
CCN1CCN(C(=O)Nc2ccccc2OC)CC1,17%,-3%
CCOC(=O)C1=NN(c2ccc(Cl)cc2)C(c2ccccc2)CC1=O (configuration not stated),1%,6%
COc1nc(C)nc2c1ccc1ccccc12,-1%,-5%
COCCn1c(SCC(=O)NCc2ccco2)nnc1C(C)C,17%,13%

# Remaining list, next part
SMILES,p53null 39C kill,p53null 32C kill
CCOC(=O)N1CCN(C(=O)c2ccc(OCC)c(OCC)c2)CC1,6%,1%
COc1ccc(NC(=S)Nc2cc(C)ccn2)c(OC)c1,-17%,-17%
COCCN1C(=O)c2ccccc2C(C(=O)NCCCN2CCCC2)C1c1c[nH]c2ccccc12 (configuration not stated),13%,12%
CCOC(=O)c1cnc2c(ccc3ccccc32)c1NCCO,0%,-23%
O=C(c1ccco1)N1CCN(S(=O)(=O)c2ccc3c(c2)CCN3C(=O)C2CCC2)CC1,1%,-7%
Cn1c(C(=O)OCC(=O)NCC2CCCO2)cc2sccc21 (configuration not stated),20%,7%
COc1ccccc1NC(=S)NNC(=O)c1ccc(Cl)cc1Cl,0%,-26%
O=C(O)c1cccc(S(=O)(=O)N2Cc3ccccc3C2)c1,0%,1%
O=C(c1ccc2snnc2c1)N1CCCCC1,8%,14%
COc1ccccc1CN(Cc1nc2ccccc2c(=O)[nH]1)S(=O)(=O)c1ccc2ccccc2c1,-14%,21%
NC(=O)CSc1nnnn1CC(CC(=O)O)c1ccccc1 (configuration not stated),15%,-7%
COC(=O)c1ccccc1NC(=O)CSc1nnc(-c2ccc(OC)cc2)n1C,6%,3%
CCN(CC)C(=O)c1ccc(S(=O)(=O)N2CCC(c3nc4ccccc4s3)CC2)cc1,-1%,-3%
Cn1nnnc1SCC(=O)NCc1ccccc1,5%,-1%
CCOc1ccccc1C1C(C(=O)Nc2ccc(OC)cc2)=C(C)Nc2nc(CCCO)nn21 (configuration not stated),0%,-2%
O=C(Nc1cc(C(F)(F)F)ccc1Cl)C1CCN(c2nnc(-n3cccc3)s2)CC1,17%,-2%
CN(C)CCNC(=O)Nc1cccc(Cl)c1Cl,9%,-7%
O=C(c1cc2sccc2n1Cc1ccc(F)cc1)N1CCc2ccccc21,2%,0%
CCOC(=O)C1CCCN(C(=O)c2ccc3c(c2)OCO3)C1 (configuration not stated),3%,2%
Cc1cc(C)n(C(=O)CNC(=O)C(c2ccccc2)c2ccccc2)n1,3%,-4%
O=C(Cc1cc(=O)[nH]c(=O)[nH]1)N1CCN(C(=O)c2ccco2)CC1,?,3%
Cc1ccc(S(=O)(=O)C(F)(F)F)cc1NC(=O)c1cccnc1,-3%,6%
CCCCC1OC2(C)OC(=N)C1(C#N)C(C#N)(C#N)C2c1ccccc1 (configuration not stated),7%[1.84 µM],3%
c1ccc(-c2nc(-c3ccccn3)no2)cc1,7.9µM*,5.6µM*
COc1cccc(CNc2nc3ccccc3n2CCN2CCCCC2)c1OC,-24%,-11%

# Next compounds.
SMILES,p53null 39C kill,p53null 32C kill
CC(C)Sc1nnc(Cn2c(=O)sc3ccccc32)n1-c1ccccc1,9%,-12%
CCCCSc1cnn(-c2ccccc2)c(=O)c1SCCCC,-12%,-4%
CCCCNc1nc(-c2ccccc2)cc(C(F)(F)F)c1C(N)=O,-1%,-1%
COc1ccc(S(=O)(=O)N(C)C)cc1NC(=O)[C@H](Cc1ccccc1)N1C(=O)c2ccccc2C1=O,6%,3%
O=C(Nc1cccc(C(F)(F)F)c1)C12CC3CC(CC(C3)C1)C2,7%,3%
Cc1[nH]n(C(N)=S)c(=O)c1N=Nc1ccc(S(=O)(=O)N2CCCC2)cc1,1%,3%
CCOC(=O)c1[nH]cnc1C(=O)NC(C)C,-2%,-8%
Cc1ccc(NC(=O)c2ccccc2O)cc1,10µM*,13µM*
O=C(Oc1ccc(N2C(=O)CCC2=O)cc1)c1ccccc1,9%,0%
N/C(=N\OC(=O)COc1ccccc1Cl)c1ccc(Cl)cc1,-2%,1%
O=C(NC(=S)Nn1cnc2c(cnn2-c2ccccc2)c1=O)c1ccc(Cl)cc1,10%,-4%
CC(C)n1c(-c2cccs2)nc2ccccc21,-19%,-3%
COc1ccc2nc(Nc3nc4cc5c(cc4s3)OCCO5)sc2c1,13%[1.84 µM],-17%
CC(=O)Nc1ccc(OCC(O)CN2CCN(c3ccc(Cl)cc3)CC2)cc1 (configuration not stated),22%,5%
Cc1cc(C)cc(Nc2ccc(C(=O)O)cc2N)c1,18%,-2%
CC(=O)NNC(=O)c1ccncc1,12%,-3%
COc1ccc2cnn(-c3ccccc3C)c(=O)c2c1OC,-21%,?
S=C1NC2=C(CCCC2)C2(CCCCC2)N1,15%,0%
CC(C)CCNC(=O)CN(C(=O)CCC(=O)Nc1ccccn1)c1ccc2c(c1)OCCO2,-2%,-12%
COc1ccc(-n2c(COc3cccc4ccccc34)nnc2SCC#N)cc1,-19%,-1%

# 22 entries from above, with two lines to a compound:
# Values run as follows: p53null 39C kill	p53null 32C kill
> O=C(Cc1cc(=O)[nH]c(=O)[nH]1)N1CCN(C(=O)c2ccco2)CC1
    ?	3%
> Cc1ccc(S(=O)(=O)C(F)(F)F)cc1NC(=O)c1cccnc1
    -3%	6%
> CCCCC1OC2(C)OC(=N)C1(C#N)C(C#N)(C#N)C2c1ccccc1 (configuration not stated)
    7%[1.84 µM]	3%
> c1ccc(-c2nc(-c3ccccn3)no2)cc1
    7.9µM*	5.6µM*
> COc1cccc(CNc2nc3ccccc3n2CCN2CCCCC2)c1OC
    -24%	-11%
> CC(C)Sc1nnc(Cn2c(=O)sc3ccccc32)n1-c1ccccc1
    9%	-12%
> CCCCSc1cnn(-c2ccccc2)c(=O)c1SCCCC
    -12%	-4%
> CCCCNc1nc(-c2ccccc2)cc(C(F)(F)F)c1C(N)=O
    -1%	-1%
> COc1ccc(S(=O)(=O)N(C)C)cc1NC(=O)[C@H](Cc1ccccc1)N1C(=O)c2ccccc2C1=O
    6%	3%
> O=C(Nc1cccc(C(F)(F)F)c1)C12CC3CC(CC(C3)C1)C2
    7%	3%
> Cc1[nH]n(C(N)=S)c(=O)c1N=Nc1ccc(S(=O)(=O)N2CCCC2)cc1
    1%	3%
> CCOC(=O)c1[nH]cnc1C(=O)NC(C)C
    -2%	-8%
> Cc1ccc(NC(=O)c2ccccc2O)cc1
    10µM*	13µM*
> O=C(Oc1ccc(N2C(=O)CCC2=O)cc1)c1ccccc1
    9%	0%
> N/C(=N\OC(=O)COc1ccccc1Cl)c1ccc(Cl)cc1
    -2%	1%
> O=C(NC(=S)Nn1cnc2c(cnn2-c2ccccc2)c1=O)c1ccc(Cl)cc1
    10%	-4%
> CC(C)n1c(-c2cccs2)nc2ccccc21
    -19%	-3%
> COc1ccc2nc(Nc3nc4cc5c(cc4s3)OCCO5)sc2c1
    13%[1.84 µM]	-17%
> CC(=O)Nc1ccc(OCC(O)CN2CCN(c3ccc(Cl)cc3)CC2)cc1 (configuration not stated)
    22%	5%
> Cc1cc(C)cc(Nc2ccc(C(=O)O)cc2N)c1
    18%	-2%
> CC(=O)NNC(=O)c1ccncc1
    12%	-3%
> COc1ccc2cnn(-c3ccccc3C)c(=O)c2c1OC
    -21%	?
